Xi reactivation – reactivates the inactive X chromosome in mouse fibroblasts | activation, % at 7.58 µM | 360,000 tested, 0.055% active | XiGFP mouse fibroblasts, % GFP-positive cells imaging, 3 d; cells co-treated with 5-aza-dC sensitizer; scaled so ellipticine positive control = 100%;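 active = mean normalized replicate activation at least 10% and every replicate at or above 10%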;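 note: 0% = median of on-plate neutral control wells and 100% = ellipticine 6 µM median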
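System: 68-5-11 XiGFP fibroblast line; Timing: 3 days compound exposure; Compound dosing: one concentration, pinned; Benchmarks: positive control ellipticine, 6 µM final; Buffer or medium: DMEM containing 5-aza-dC.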
SIRT5 block – sirtuin-5 (human) deacylase inhibition. Q9NXA8. Purified SirT5, succinyl-peptide AMC, trypsin-coupled fluorescence. inhibition, % at 15 µM. 330,000 tested, 1.1% active. AID 652115; in the data active = inhibition above about 15%
LGR2 inh – inhibitors of bursicon-induced Drosophila LGR2 receptor cAMP signaling; HEK293 LGR2, CRE-luciferase, bursicon-stimulated, 4 h; AID 720647; 380,000 tested, 0.35% active; inhibition, % at 9.99 µM;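 active = drop in luminescence signal, shown as inhibition above about 50% in the replicate tests, limit read from the data, passing the limit was not always enough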;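 note: agonist challenge used bursicon conditioned medium at about half maximal strength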
ERAP1 HTS inh – blocks human ERAP1 aminopeptidase activity; inhibition, % at 10.7 µM; Q9NZ08; 340,000 tested, 0.15% active; recombinant ERAP1, Leu-AMC fluorescence, 60 min; AID 652197;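 active = mean replicate inhibition of at least 30%, or all replicates individually reaching that 30% level; inactive = mean below 30% and not every replicate reaching it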;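 note: 0% = neutral control wells and 100% = L-leucinethiol positive control wells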
Target sequence (Q9NZ08 whole entry, looked up): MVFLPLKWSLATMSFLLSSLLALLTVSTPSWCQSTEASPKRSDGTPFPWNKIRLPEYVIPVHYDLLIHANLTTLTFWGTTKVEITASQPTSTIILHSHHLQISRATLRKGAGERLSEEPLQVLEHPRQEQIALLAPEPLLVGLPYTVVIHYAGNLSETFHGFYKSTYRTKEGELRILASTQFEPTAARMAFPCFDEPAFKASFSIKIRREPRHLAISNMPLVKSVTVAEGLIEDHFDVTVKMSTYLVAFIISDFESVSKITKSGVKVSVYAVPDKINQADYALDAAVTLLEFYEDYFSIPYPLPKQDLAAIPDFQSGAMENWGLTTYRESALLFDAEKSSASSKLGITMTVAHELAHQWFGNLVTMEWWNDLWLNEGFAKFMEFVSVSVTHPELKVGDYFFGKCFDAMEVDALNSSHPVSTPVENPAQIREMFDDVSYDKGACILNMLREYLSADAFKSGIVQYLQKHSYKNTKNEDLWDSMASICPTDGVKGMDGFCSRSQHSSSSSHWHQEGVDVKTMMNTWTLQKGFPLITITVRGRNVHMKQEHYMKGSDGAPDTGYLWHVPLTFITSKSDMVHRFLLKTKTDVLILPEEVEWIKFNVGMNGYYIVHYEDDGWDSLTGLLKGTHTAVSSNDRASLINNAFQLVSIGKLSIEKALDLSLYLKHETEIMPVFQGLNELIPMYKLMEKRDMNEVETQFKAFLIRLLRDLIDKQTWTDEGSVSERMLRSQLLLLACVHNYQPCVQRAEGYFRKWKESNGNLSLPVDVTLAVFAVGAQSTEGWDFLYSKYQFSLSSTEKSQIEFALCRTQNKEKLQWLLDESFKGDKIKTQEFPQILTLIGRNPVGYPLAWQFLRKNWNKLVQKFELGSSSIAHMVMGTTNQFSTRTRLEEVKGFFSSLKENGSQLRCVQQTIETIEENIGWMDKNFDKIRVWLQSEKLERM
Cneo AK release – Cryptococcus neoformans lysis via adenylate kinase release | C. neoformans lysis, adenylate kinase release luminescence, 4 h; normalised: neutral wells 0, clomiphene wells 100 | lysis activity, % at 15 µM | 360,000 tested, 0.2% active;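 active = mean lysis activity across replicates of at least 80%, whatever share of replicates individually reach that level; inactive = mean lysis activity below 80%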
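Material: C. neoformans cells; Schedule: 4 h static compound exposure, 37 °C, read 1 h post-reagent; Measured by: adenylate kinase release luminescence; Read-out: signal increase indicating cell lysis; Controls: Clomiphene as positive lysis control.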
PGC1a acetyl inh – PGC1a acetylation modulation, inhibitor mode | U2OS PGC1a acetylation, AlphaScreen anti-acetyl-lysine; with virally co-expressed GCN5 acetyltransferase | inhibition, % at 15.6 µM | 350,000 tested, 0.17% active | AID 651687;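 active = every replicate shows inhibition of at least 40%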;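 note: 0% = neutral control wells and 100% = positive control wells; some results beyond the cut were filed as inactive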
S100A4 MyoIIA – S100A4-myosin IIA interaction inhibition. P26447. S100A4/TAMRA-MyoIIA peptide fluorescence polarization. inhibition, % at 10.7 µM. 360,000 tested, 0.14% active;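 active = mean inhibition of at least 70% across replicates, with every replicate also reaching that level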
Target sequence (P26447 whole entry, looked up): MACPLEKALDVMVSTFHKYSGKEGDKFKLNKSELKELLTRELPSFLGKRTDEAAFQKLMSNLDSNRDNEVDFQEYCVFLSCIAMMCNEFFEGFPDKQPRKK
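Material: human S100A4 monomer with TAMRA-labelled myosin IIA peptide; buffer or medium: HEPES pH 7.2 with CaCl2, KCl, NaCl, DTT, Triton; compound dosing: one concentration per compound; schedule: 5 min incubation before reading; benchmarks: neutral control DMSO, positive control TFP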
C2C12 statin – suppressors of simvastatin-induced myotoxicity in C2C12 myotubes | AID 602340 | 330,000 tested, 0.78% active | rescue of ATP level, % at 7.49 µM | ATP luminescence, 48 h; scaled: DMSO 0, geranylgeraniol control 100;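 active = mean ATP rescue above about 67%, or every replicate alone reaching that limit, limit read from the data, passing the limit was not always enough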;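 note: myotubes were challenged with 10 µM simvastatin during compound exposure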
Active calls of the source: *; x = not tested or not shown. A portion of the library, so the mix of outcomes need not match the whole.

SMILES | Xi reactivation | SIRT5 block | LGR2 inh | ERAP1 HTS inh | Cneo AK release | PGC1a acetyl inh | S100A4 MyoIIA | C2C12 statin
O=C(NCC1CCCO1)c1cc(-c2ccco2)nc2ccccc12 (configuration not stated) | x | -38 | 3 | 1 | 1 | 5 | -2 | x
CN(CC(=O)Nc1ccc2c(c1)CCC2)CC(=O)Nc1ccccc1Br | 1.0 | -4 | 1 | 2 | x | x | 2 | x
COc1cccc(C(=O)NC(=O)Nc2nc(C)cc(C(F)(F)F)n2)c1 | 0.0 | -4 | 8 | 0 | -3 | 5 | -9 | -3
C[C@H](CO)N1C[C@H](C)[C@H](CN(C)Cc2ccc(C(=O)O)cc2)Oc2c(NS(C)(=O)=O)cccc2C1=O | -0.1 | 1 | -19 | 0 | 1 | -6 | 3 | 10
CCn1c(C)nc2cc(C(=O)N=Nc3c(O)[nH]c4c(C)cc(C)cc34)ccc21 | 0.0 | -3 | 4 | 0 | x | x | 6 | x
O=C(NCCCCCCOC1=NS(=O)(=O)c2ccccc21)C(=O)Nc1ccccc1 | 0.0 | -2 | -10 | 25 | -1 | x | 1 | 8
C[N+]1(C)CCCC(OC(=O)C(O)(c2ccccc2)c2ccccc2)C1 (configuration not stated) | 0.6 | 1 | -13 | -2 | 1 | -17 | -1 | 7
C[C@@H]1CN([C@@H](C)CO)C(=O)c2cc(NS(=O)(=O)c3cn(C)cn3)ccc2O[C@H]1CN(C)Cc1ccc(Cl)c(Cl)c1 | 0.0 | -6 | -1 | 0 | 1 | 2 | 2 | 0
O=C(Cc1ccc([N+](=O)[O-])cc1)c1ccccc1 | 0.0 | -5 | 7 | -4 | x | x | 1 | x
COCC(=O)N1CC2(C1)CN(Cc1ccccc1Cl)[C@@H](CO)c1c2c2ccc(OC)cc2n1C | 0.0 | 1 | 12 | 2 | x | 1 | -13 | x
CCn1nnc(-c2ccccc2NS(=O)(=O)c2ccc(S(=O)(=O)N3CCCCCC3)cc2)n1 | x | -5 | 3 | 0 | 0 | -4 | -12 | 1
CCC1CCCCN1C(=O)CCS(=O)(=O)c1ccc2c(c1)CCN2C(C)=O (configuration not stated) | 0.0 | 5 | 5 | -4 | 1 | -5 | -4 | 6
O=C(CCCCn1c(=O)[nH]c2ccsc2c1=O)NCCc1ccccc1 | -0.2 | 6 | 9 | x | -2 | -10 | -6 | -4
CC(C)N(C(=O)CN1CCN(S(=O)(=O)c2ccc(Br)s2)CC1)C(C)C | 0.1 | -3 | 3 | 0 | 2 | x | -11 | 1
Cc1ccc(C(=O)N/N=C2\CCCc3ccccc32)c(C)c1 | 0.3 | -5 | -88 | -1 | x | x | 41 | x
CN(C)c1c(F)cc(C(=O)NCc2ccccc2)cc1F | -0.1 | -2 | 2 | x | x | 4 | -2 | x
COc1ccc(/C=C2\SC(=S)N(CCCC(=O)N3CCCCC3CCO)C2=O)cc1 (configuration not stated) | -0.1 | 0 | -4 | 1 | x | 3 | -3 | 2
O=C1c2cc([N+](=O)[O-])ccc2-c2cc(Cl)c(NC(=O)C(F)(F)F)cc21 | 0.5 | -4 | -23 | -2 | -1 | -1 | 0 | 5
N#CCC(=O)Nc1ccc(C(=O)OCC(=O)NCCCc2ccccc2)cc1 | 0.3 | -5 | 2 | -1 | 1 | -6 | -8 | -6
Cc1ccccc1-c1csc(C(C)(O)c2ccc(F)c(F)c2)n1 (configuration not stated) | -0.2 | 5 | -8 | 0 | 3 | 14 | -5 | 5
Cc1noc(C)c1NC(=O)N(C)C[C@@H]1Oc2c(NS(=O)(=O)c3ccc(Cl)cc3)cccc2C(=O)N([C@H](C)CO)C[C@H]1C | -0.5 | 2 | 1 | -1 | -2 | 0 | 8 | x
Cc1ccc(S(=O)(=O)N2C[C@H](O)COC[C@H]3O[C@H](CC(=O)NCC4CCCCC4)CC[C@@H]32)cc1 | 0.0 | 2 | 10 | 1 | 3 | 6 | 7 | 7
CSCCC(=O)N1CCC(n2nccc2NC(=O)CCCc2ccccc2)CC1 | 0.0 | 1 | 12 | 3 | 0 | -3 | -1 | 0
COc1ccc(/C=C/c2c(-c3ccc(OC)cc3)oc3ccc(-c4ccc(OC)cc4)cc23)cc1 | 0.0 | x | 2 | -2 | 1 | -6 | 4 | -1
Cc1ccccc1OCC(=O)Nc1ccccc1-c1ccccc1NC(=O)COc1ccccc1C | -0.2 | x | 13 | x | -7 | -13 | x | x
COc1ccccc1CC1(C)C(=O)Nc2ccc(OC(F)(F)F)cc21 (configuration not stated) | 0.3 | 4 | 6 | 1 | -3 | -4 | -4 | 1
FC(F)(F)c1cnc(NNC(=S)Nc2cccnc2)c(Cl)c1 | -0.9 | -2 | 11 | 2 | -1 | 4 | 5 | -9
O=C(COc1ccc2ccc(=O)oc2c1)Nc1ccc(N2CCCCC2)cc1 | -0.1 | 3 | -15 | -3 | 0 | -7 | 7 | 1
COc1ccccc1-c1nc(C#N)c(N2CCN(c3cccc(Cl)c3)CC2)o1 | x | -3 | -4 | 2 | 0 | -13 | 0 | 25
CC(C(=O)NCC1CCCO1)n1cc([N+](=O)[O-])cn1 (configuration not stated) | 0.3 | 8 | 9 | x | 1 | 1 | -2 | 5

Quoted at random: six entries already listed, in no set order.
SMILES | Xi reactivation | SIRT5 block | LGR2 inh | ERAP1 HTS inh | Cneo AK release | PGC1a acetyl inh | S100A4 MyoIIA | C2C12 statin
Cc1ccc(C(=O)N/N=C2\CCCc3ccccc32)c(C)c1 | 0.3 | -5 | -88 | -1 | x | x | 41 | x
Cc1noc(C)c1NC(=O)N(C)C[C@@H]1Oc2c(NS(=O)(=O)c3ccc(Cl)cc3)cccc2C(=O)N([C@H](C)CO)C[C@H]1C | -0.5 | 2 | 1 | -1 | -2 | 0 | 8 | x
FC(F)(F)c1cnc(NNC(=S)Nc2cccnc2)c(Cl)c1 | -0.9 | -2 | 11 | 2 | -1 | 4 | 5 | -9
O=C(NCCCCCCOC1=NS(=O)(=O)c2ccccc21)C(=O)Nc1ccccc1 | 0.0 | -2 | -10 | 25 | -1 | x | 1 | 8
CCn1nnc(-c2ccccc2NS(=O)(=O)c2ccc(S(=O)(=O)N3CCCCCC3)cc2)n1 | x | -5 | 3 | 0 | 0 | -4 | -12 | 1
COc1ccccc1-c1nc(C#N)c(N2CCN(c3cccc(Cl)c3)CC2)o1 | x | -3 | -4 | 2 | 0 | -13 | 0 | 25

Returning to the listing, repeating the four entries before the break.
SMILES | Xi reactivation | SIRT5 block | LGR2 inh | ERAP1 HTS inh | Cneo AK release | PGC1a acetyl inh | S100A4 MyoIIA | C2C12 statin
FC(F)(F)c1cnc(NNC(=S)Nc2cccnc2)c(Cl)c1 | -0.9 | -2 | 11 | 2 | -1 | 4 | 5 | -9
O=C(COc1ccc2ccc(=O)oc2c1)Nc1ccc(N2CCCCC2)cc1 | -0.1 | 3 | -15 | -3 | 0 | -7 | 7 | 1
COc1ccccc1-c1nc(C#N)c(N2CCN(c3cccc(Cl)c3)CC2)o1 | x | -3 | -4 | 2 | 0 | -13 | 0 | 25
CC(C(=O)NCC1CCCO1)n1cc([N+](=O)[O-])cn1 (configuration not stated) | 0.3 | 8 | 9 | x | 1 | 1 | -2 | 5
CCOC(=O)C1C(c2ccccc2)NC(=S)NC1(C)O (configuration not stated) | 0.3 | x | -3 | 0 | x | -5 | -8 | x
Cc1onc(-c2ccccc2)c1C(=O)N/N=C/c1cc2c(cc1Cl)OCO2 | 0.0 | x | -8 | 1 | x | x | -4 | x
COc1ccc(CCNC(=O)CCOc2cc(C)ccc2C)cc1OC | -0.1 | -11 | -6 | 1 | -1 | -5 | 0 | 8
CC(=O)c1cccc(OCC(O)CN2CCN(C(=O)c3ccco3)CC2)c1 (configuration not stated) | 0.0 | -1 | 1 | -7 | 2 | -10 | -3 | -11
Cc1noc(C)c1S(=O)(=O)Nc1ccc2c(c1)CC(=O)N([C@H](C)CO)C[C@@H](C)[C@@H](CN(C)C(=O)Nc1ccc(C(F)(F)F)cc1)O2 | -0.2 | 0 | -5 | 1 | 2 | 9 | 0 | -13
Nc1c(CO)nnn1-c1ccccc1 | 0.0 | x | 0 | x | 11 | 7 | x | x
COc1cccc(S(=O)(=O)Nc2ccc3c(c2)[C@@H]2C[C@H](CC(=O)N(C)C)O[C@H](CO)[C@@H]2O3)c1 | 0.0 | 0 | -20 | 1 | 24 | 0 | -64 | 0
COc1ccc(NC(=O)N(C)C[C@H]2Oc3c(NS(=O)(=O)c4ccc(OC)cc4)cccc3C(=O)N([C@H](C)CO)C[C@H]2C)cc1 | 0.0 | 1 | 9 | 1 | -1 | 16 | -3 | 40
Cc1c(OC(C)C(=O)N[C@@H](Cc2ccccc2)C(=O)O)ccc2c3c(c(=O)oc12)CCCC3 (some centres not stated) | x | x | x | x | 0 | -2 | 14 | -4
CC=Cc1ccc2n(c1=O)C[C@H]1[C@H](CO)[C@@H](C(=O)Nc3ccccc3)[C@@H]2N1C(=O)CC1CC1 (mixture of isomers) | 0.3 | -14 | -5 | 3 | 56 | -2 | 1 | -4
CC(C(=O)NCc1ccco1)n1ccc2cc(S(=O)(=O)N3CCCCC3)ccc21 (configuration not stated) | 0.2 | 1 | 2 | -3 | -6 | 1 | 0 | -25
CSCCC(NC(=O)c1ccc(Cl)cc1Cl)C(=O)NCC(c1cccs1)N(C)C (configuration not stated) | -0.1 | -3 | 24 | -2 | 0 | 0 | -1 | -2
Oc1ccc(Cl)cc1C1=NNC(c2cccs2)C1 (configuration not stated) | 1.0 | 1 | -61 | -4 | -9 | -6 | -2 | 149*
Cc1ccc(Nc2cc(C)nc3nc(C)nn23)cc1 | 0.1 | 5 | -9 | 2 | 2 | x | -1 | 4
Cc1ccc(C(=O)Cc2cc3ccccc3oc2=O)c(C)c1 | -0.1 | -3 | -105 | 0 | x | x | -6 | x
C[C@@H]1CN([C@@H](C)CO)C(=O)Cc2cc(NS(=O)(=O)c3ccc(Cl)cc3)ccc2O[C@@H]1CN(C)CC1CC1 | -0.1 | 3 | 2 | 0 | 7 | -2 | 4 | 10
Cc1ccc(C(C(=O)NCC2CCCO2)N(C(=O)c2snc(C(N)=O)c2N)c2ccc(C)c(C)c2)o1 (configuration not stated) | 0.4 | -7 | -8 | 1 | x | x | -10 | 6
CO[C@@H]1CN(C)C(=O)c2ccc(NS(=O)(=O)c3ccc(-c4ccccc4)cc3)cc2OC[C@H](C)NC[C@@H]1C | -0.1 | x | -13 | -3 | 53 | -4 | -1 | -23

Bioassay records (PubChem BioAssay)
